A549 viability: kills or reduces viability of A549 cells in Nrf2 counter-screen; A549 ARE-Fluc cells, CellTiter-Fluor viability, 18-24 h; Potency, µM (highest dose often 46 µM), without a hit: top-dose activity change, negative = cytotoxicity, hits mostly inhibitors; 390,000 compounds, 0.16% hits; AID 504648; note: potency is the fitted concentration of half-maximal effect; % is set by controls: 0 for no effect and ±100 for the full control effect
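A549 ARE-Fluc cells in 5% FBS OPTI-MEM, 5000 cells/well, rested 2 h then exposed to compounds in concentration-response for 18-24 h at 37 °C. Viability by CellTiter-Fluor fluorescence (Ex 405/Em 525) after 30 min; luciferase luminescence (BugLite, 15 min, RT) read afterwards.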
Nrf2 block: Nrf2 pathway inhibition. A549 ARE-Fluc reporter, luciferase luminescence, 18-24 h. Potency, µM (highest dose often 46 µM), inactives show top-dose activity change, negative = inhibition, usual class: inhibitors. 360,000 compounds, 2.1% hits. AID 504444; note: potency is the fitted concentration of half-maximal effect; % is set by controls: 0 for no effect and ±100 for the full control effect; nearly all actives have a fitted effect of over 60% in size
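Two sequential reads on A549 ARE_Fluc cells exposed to compound for 18-24 h: a CellTiter-Fluor fluorescence read for viability, then a luciferase luminescence read for Nrf2/ARE activity.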
Nrf2 ARE act: activates Nrf2 signaling; AID 624171; AREc32 ARE-luciferase reporter (MCF7-derived line), luminescence, 24 h; Potency, µM (doses to about 46.1 µM), for the others: top-dose activation, actives largely listed as activators; 410,000 compounds, 0.31% hits; note: potency is the fitted concentration of half-maximal effect; % of control where 0% means no effect; nearly all actives have a fitted effect of over 65% in size
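AREc32 cells carrying an ARE-driven firefly luciferase, 1000 cells/well in OPTI-MEM with 5% FBS, dosed after overnight attachment and incubated 24 hr at 37 deg C. Steady-Glo luminescence read after 30 min at RT.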
ATXN2 expr inh: reduces ATXN2 reporter expression in HEK-293 cells; 360,000 compounds, 0.72% hits; AID 1745845; HEK-293 ATXN2-luciferase reporter, luminescence, 24 h; Potency, µM (highest dose often 57 µM), inactives show at the top dose activity change, negative = inhibition, actives largely listed as inhibitors; note: potency is the fitted concentration of half-maximal effect; % is set by controls: 0 for no effect and ±100 for the full control effect; nearly all actives have a fitted effect of over 55% in size
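qHTS (up to 57 uM final) was run with 24 h compound exposure of reporter cells at 37 °C. Each well was multiplexed: SteadyGlo luminescence measured ATXN2-luciferase expression after a fluorogenic Gly-Phe-AFC viability readout (25 uM final).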
EPAC2 agonist: EPAC2 (human) agonism | EPAC2 activation, biochemical qHTS; response scale: 100% = 6.5 mM cAMP response | AID 720711 | Potency, µM (titrated, usually from 154 µM), for inactives: top-dose activation, hits mostly activators | 360,000 compounds, 0.079% hits; note: potency is the fitted concentration of half-maximal effect; nearly all actives have a fitted effect of over 50% in size
Target sequence (Q8WZA2 whole entry, looked up): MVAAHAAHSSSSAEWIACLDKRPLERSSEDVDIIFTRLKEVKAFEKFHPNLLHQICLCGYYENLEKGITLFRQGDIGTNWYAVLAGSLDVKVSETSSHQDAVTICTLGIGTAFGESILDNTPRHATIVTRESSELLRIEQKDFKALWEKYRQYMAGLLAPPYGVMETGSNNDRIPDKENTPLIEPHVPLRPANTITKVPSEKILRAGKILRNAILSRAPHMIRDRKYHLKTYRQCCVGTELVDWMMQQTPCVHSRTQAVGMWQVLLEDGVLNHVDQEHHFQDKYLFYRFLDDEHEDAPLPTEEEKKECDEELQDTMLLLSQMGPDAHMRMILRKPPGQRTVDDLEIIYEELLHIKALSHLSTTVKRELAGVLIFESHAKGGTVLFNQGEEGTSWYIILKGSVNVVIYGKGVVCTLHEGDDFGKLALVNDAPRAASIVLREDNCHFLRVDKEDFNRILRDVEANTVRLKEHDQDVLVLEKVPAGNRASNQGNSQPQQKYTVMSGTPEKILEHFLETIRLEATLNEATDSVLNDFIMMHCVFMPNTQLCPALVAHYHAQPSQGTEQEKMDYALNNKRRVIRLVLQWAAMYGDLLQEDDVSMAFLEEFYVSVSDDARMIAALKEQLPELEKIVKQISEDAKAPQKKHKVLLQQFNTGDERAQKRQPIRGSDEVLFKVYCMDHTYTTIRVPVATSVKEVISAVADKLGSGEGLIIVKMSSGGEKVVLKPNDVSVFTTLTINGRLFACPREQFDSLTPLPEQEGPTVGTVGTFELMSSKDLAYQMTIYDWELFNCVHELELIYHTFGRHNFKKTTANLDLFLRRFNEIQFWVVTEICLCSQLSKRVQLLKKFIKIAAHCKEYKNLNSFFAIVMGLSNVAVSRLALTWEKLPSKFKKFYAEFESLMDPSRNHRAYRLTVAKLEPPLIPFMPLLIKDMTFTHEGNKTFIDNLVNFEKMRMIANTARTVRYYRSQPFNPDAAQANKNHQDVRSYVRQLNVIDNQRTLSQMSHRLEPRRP
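qHTS, titration series. 100 nM EPAC2 / 250 nM Rap1B-BODIPY-GDP / 50 uM GDP; RT; ex 480/em 540 nm, 5-min reads to 30 min. Norm. to 6.5 mM cAMP = activation.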
HepG2 tox: kills HepG2 cells in TGF-b inhibitor counter-screen. Potency, µM (highest dose often 46.1 µM), inactives show at the highest dose activity change, negative = cytotoxicity, most hits filed as cytotoxic. HepG2 CAGA-GFP viability, ATP luminescence, 18 h. 410,000 compounds, 0.76% hits; note: potency is the fitted concentration of half-maximal effect; some results filed as inactive show a strong effect at the top dose
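CellTiter-Glo luminescence gave cytotoxicity after 18 hours at 37 degrees C. The cells were HepG2 CAGA-GFP in 1% FBS DMEM, stimulated with 500 pg/mL TGF-beta after compound addition. %Activity was normalised to no-cell wells (complete cell-killing) and DMSO (no toxicity), and curves were fitted and classified.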
IL2 activator: activates IL-2 in a cell-based reporter assay. IL-2 activation reporter assay, cell-based qHTS; stimulated with anti-CD3/CD4/CD28 beads; in transgenic mouse T cells. activation, % (series mostly up to about 46 µM). 360,000 compounds, 0.065% hits; in the data active = activation above about 50%; inconclusive = mostly about 30% to 49%; note: 0% is about no effect
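First, unstimulated transgenic mouse T cells were exposed to compound for 60 min. Next, anti-CD3/anti-CD4-coated beads with anti-CD28 were added. Finally, after 18 h at 37 degrees C, EGFP and DsRed were imaged.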
ATXN viability: reduces viability in counter-screen for ATXN expression inhibitors | S2 cells (HEK-293 line with an ATXN2-luciferase reporter) viability, CellTiter-Fluor protease fluorescence, 24 h | Potency, µM (top dose mostly 56.7 µM), usual class: cytotoxic | 400,000 compounds, 0.49% hits; note: potency is the fitted concentration of half-maximal effect; nearly all actives have a fitted effect of over 40% in size
TGFb inhibitor: blocks TGF-b signaling. HepG2 CAGA-GFP TGF-b/SMAD3 reporter, GFP fluorescence, 18 h; TGF-beta stimulated, 500 pg/mL final. Potency, µM (series often up to 46.1 µM), without a hit: at the top dose activity, negative = inhibition, most hits filed as inhibitors. 410,000 compounds, 1.2% hits. AID 588855; note: potency is the fitted concentration of half-maximal effect; % is set by controls: 0 for no effect and ±100 for the full control effect; nearly all actives have a fitted effect of over 65% in size
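HEPG2 CAGA-GFP, 1000 cells/well; 2 h settle, 37 C; cpd via pin tool; TGF-b 500 pg/mL final; 18 h, 37 C; GFP imaging ex488/em500-530; %Activity normalised to -TGF-b and +DMSO controls; CRC fit, curve class.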
The depositor's hits bear a star; i = inactive; ? = inconclusive; · = no result given; & = joins results of further samples; [ ] = another dose, or the depositor's remark. Unless noted, calls come from the whole dose curve; as a rule, active = well fitted curve in the direction sought with a large enough effect; inconclusive = small, poorly fitted or top-dose-only effect, or another doubt; inactive = no such curve, though single readings can be large; an effect the other way counts as inactive or inconclusive.

molecule	A549 viability	Nrf2 block	Nrf2 ARE act	ATXN2 expr inh	EPAC2 agonist	HepG2 tox	IL2 activator	ATXN viability	TGFb inhibitor
CCOP(=O)(c1ccccc1)c1nc(-c2ccccc2C)oc1N1CCCCC1 (configuration not stated)	?	·	5.1%	-5%	0%	-114%	-2.6	?	?
O=C(C[C@@H]1C/C=C\C[C@H](Cc2ccc(F)cc2)C(=O)OCCNC1=O)N[C@H](CO)Cc1ccccc1	3%	10%	-0.3%	1%	7%	-4%	-3.7	i	3%
CC1CCC(NC(=O)CSc2nncn2C)CC1 (configuration not stated)	-1%	13%	-1.0%	-11%	9%	4%	0.6	i	0%
CCOC(=O)/C=C1\Nc2ccccc2OC1=O	-6%	-8%	?	29%	-11%	-8%	0.3	i	-9%
COc1ccc(CC2C(=O)Nc3ccc(Br)cc32)cc1OC (configuration not stated)	2%	-7%	4.4%	·	·	16µM*	·	·	-19%
Cn1c(=O)c2c(SCC(=O)N3CCOCC3)nc(-c3ccccc3F)nc2n(C)c1=O	1%	4%	-0.1%	3%	-6%	-13%	-0.6	i	-17%
O=C(Nc1ccc(Br)cc1F)N1CCC2(CC1)Oc1ccccc1C(=O)N2Cc1ccccc1F	4%	8%	4.8%	·	·	-6%	·	·	·
Cc1ccc(CN2CCCn3nc(C(=O)NCc4ccc(N(C)C)cc4)cc3C2=O)cc1	-6%	·	-0.3%	-20%	·	-18%	·	i	?
CC(C)CN(C(=O)Cn1c(=O)cnc2ccccc21)C1CCS(=O)(=O)C1 (configuration not stated)	-6%	7%	0.0%	4%	7%	10%	2.9	i	6%
CCN(CC)c1ccc(C2C(C(=O)OC)=C(C)NC(C)=C2C(=O)OC)cc1	-1%	-10%	-0.5%	17%	-8%	-20%	3.4	i	3%
CC(=O)c1ccc(OCC(O)CN2CCN(S(=O)(=O)c3c(C)c(C)cc(C)c3C)CC2)cc1 (configuration not stated)	?	26µM*	3.1%	0%	12%	-13%	-4.4	i	?
CN(CC(=O)NCCc1ccc(F)cc1)Cc1cccs1	-1%	5%	2.4%	-10%	-2%	-2%	-2.0	i	9%
O=C1CC(NCC2CCCO2)C(=O)N1c1ccc(F)cc1 (configuration not stated)	-12%	-8%	0.4%	·	3%	3%	-2.3	i	1%
O=S(=O)(c1ccccc1)c1nc(NC2CC2)sc1Cl	-10%	?	4.5%	11%	-4%	5%	0.3	i	0%
FC(F)(F)c1ccc(/C=N/N2CCN(Cc3ccccc3)CC2)cc1	1%	-6%	-0.7%	-11%	15%	-19%	-4.6	i	-6%

Reformatted with values under each structure: 2 of the compounds above
Sequence of screens – A549 viability, Nrf2 block, Nrf2 ARE act, ATXN2 expr inh, EPAC2 agonist, HepG2 tox, IL2 activator, ATXN viability, TGFb inhibitor
COc1ccc(CC2C(=O)Nc3ccc(Br)cc32)cc1OC (configuration not stated)
 : 2%, -7%, 4.4%, ·, ·, 16µM*, ·, ·, -19%
Cn1c(=O)c2c(SCC(=O)N3CCOCC3)nc(-c3ccccc3F)nc2n(C)c1=O
 : 1%, 4%, -0.1%, 3%, -6%, -13%, -0.6, i, -17%

Other compounds
molecule	A549 viability	Nrf2 block	Nrf2 ARE act	ATXN2 expr inh	EPAC2 agonist	HepG2 tox	IL2 activator	ATXN viability	TGFb inhibitor
CC1(C)C(=O)Nc2ccccc2N1C(=O)CN1C(=O)NC(CCc2ccccc2)C1=O (configuration not stated)	2%	-18%	2.3%	-4%	2%	-14%	1.6	i	3%
CC(=O)Nc1cc(C(=O)NCc2ccc(F)cc2Cl)ccc1Sc1ccc(Cl)cc1	-2%	·	0.3%	·	·	-27%	·	·	0%
CC1CCCN(CCC(=O)Nc2ccc(Br)cc2)C1 (configuration not stated)	8%	5%	-0.9%	-16%	4%	-29%	-1.4	i	-1%
COc1ccc(N2CCN(C(c3ccccc3)c3sc4nc(-c5ccco5)nn4c3O)CC2)cc1 (configuration not stated)	1%	·	0.4%	·	·	-14%	·	·	-25%
CCOC(=O)c1cccc(NC(=O)CNS(=O)(=O)c2cccs2)c1	-6%	-1%	-0.3%	8%	-2%	-7%	-2.4	i	-20%
COC(=O)[C@]12CCCCC=C1N(Cc1ccccc1)C(=O)[C@H](CC(=O)NCC13CC4CC(CC(C4)C1)C3)C2	·	·	0.5%	0%	7%	·	-0.9	?	·
Cc1ccc2c(c1)N(CC(=O)NC1CCCC1)C(=O)C(C)O2 (configuration not stated)	-2%	5%	0.1%	9%	1%	-7%	-1.5	i	-30%
COc1cc(OC)c(CNC2CCCCCC2)cc1Br	0%	-2%	0.1%	-29%	13%	0%	-2.6	i	2%
CN(C(=O)CSc1nnc(-c2ccc(Cl)cc2)n1CC1CCCO1)C1CCS(=O)(=O)C1 (configuration not stated)	2%	2%	0.1%	-13%	10%	-2%	-2.5	i	3%
CC(OC(=O)c1snc(C(=O)NC2CCCCC2)c1N)C(=O)NC(C)(C)C (configuration not stated)	-20%	11µM*	0.2%	-13%	-3%	-34%	-3.2	i	-18%
CNC[C@H]1Oc2c(NC(=O)C3CCCCC3)cccc2C(=O)N([C@H](C)CO)C[C@@H]1C	-2%	4%	0.5%	-1%	-11%	4%	0.4	i	20%
COc1ccc(C(=O)NCCCC2CCCC2)cc1OC1CCN(C(C)C)CC1	·	·	-1.3%	·	-8%	-29%	-1.5	?	-7%
CSc1ccc(Cl)c(C(=O)Nc2nccs2)c1	10%	5%	5.1%	·	0%	5%	1.2	i	9%
O=C(NC1CCCC1)C1CCCN(S(=O)(=O)c2ccc(F)cc2)C1 (configuration not stated)	1%	-16%	-0.4%	-6%	1%	-6%	3.3	i	-17%
COc1ccc(/C=N/n2c(=O)[nH]c3c([nH]c4ccc(Cl)cc43)c2=O)cc1CN1CCCCC1	0%	8%	-0.6%	-22%	-5%	-34%	0.2	?	2%
CCOC(=O)c1cc2c(=O)n3ccccc3nc2n(Cc2ccco2)c1=NC(=O)c1ccc(OC)cc1OC	-13%	?	0.8%	0%	1%	20%	-0.7	·	-11%
CC(=O)Nc1ccc(NC(=O)COc2ccc(-c3ccccc3)cc2)cc1	-1%	-6%	-0.6%	?	7%	-4%	-2.1	?	-10%
Cc1ccc(C(=O)OCC(=O)Nc2cccc(Br)c2)s1	·	·	-0.6%	·	12%	-3%	0.5	i	-13%
Cc1cccc(N2C(=O)CSC23C(=O)N(CC(=O)NCc2ccccc2Cl)c2ccccc23)c1 (configuration not stated)	-13%	-27%	-0.3%	-9%	·	-26%	·	i	-4%
CC1C2NC(=O)N(Cc3ccccc3)C1(C)Oc1ccccc12 (configuration not stated)	7%	-4%	0.1%	·	10%	-53%	0.2	i	-16%
C[N+](C)(C)CCN1C(=O)c2ccccc2C1=O	·	·	-1.2%	3%	-3%	·	-0.4	i	·
CCn1c(SCC(=O)c2ccc(C)cc2)nnc1-c1ccoc1C	-4%	-8%	-0.1%	8%	-12%	-23%	0.6	i	-17%
Cc1ccc(C(=O)OCC(=O)c2ccccc2)cc1	4%	?	-0.1%	66%[activator]	3%	-1%	1.2	i	-14%
O=C1CC(c2ccccc2)CC(O)=C1C=Nc1ccccc1O (configuration not stated)	1%	-16%	14µM*	·	3%	-15%	-2.7	i	-6%
N#Cc1cccc(N=Cc2c(O)ccc3ccccc23)c1	0%	19%	3.0%	6%	12%	9%	-1.9	i	0%
Cc1ccc(CNc2ccc3cc(S(=O)(=O)N4CCCCC4)ccc3n2)cc1	-13%	?	-0.4%	·	·	-7%	·	·	-47%
CC1CCCCN1Cc1c(O)ccc2c(=O)c(-c3ccc(Cl)cc3)coc12 (configuration not stated)	-1%&2%	19%	2.3%&9.6%	6%&30%	10%	-4%&-19%	0.3	i	2%&22%
O=C(CSc1nc2[nH]ncc2c(=O)[nH]1)NCCc1ccccc1	0%	?	5.7%	·	5%	1%	-2.6	i	4%
O=C(Oc1c(CN2CCOCC2)cc(Cl)c2cccnc12)c1ccccc1Br	-5%	7%	11%	·	16%	-136%	-0.4	?	3.2µM*
Cc1c2cnn(CC(=O)NC(C)C)c(=O)c2c(C)n1Cc1ccccc1Cl	6%	?	0.1%	·	·	-24%	·	·	?
O=C(NCc1ccco1)/C(=C/c1cccc(C(F)(F)F)c1)c1nc2ccccc2[nH]1	1%	-2%	?	?	-7%	-29%	-0.4	?	-18%
NC(=O)CN1C(=O)C2C3c4ccccc4C(c4ccccc43)C2C1=O (configuration not stated)	-2%	-8%	0.5%	4%	-7%	-1%	0.8	i	-7%
CC1=CC(C)(C)Nc2ccc(OC(=O)C(Cc3ccccc3)N3C(=O)c4ccccc4C3=O)cc21 (configuration not stated)	3%	·	5.9%	?	7%	10%	-0.8	i	8%
CCSc1n[nH]c(=S)s1	-5%	-25%	2.5%	4%	6%	-18%	-2.6	i	-12%
CCC1CCC/C1=N\NC(=O)c1ccccc1Cl (configuration not stated)	-5%	-2%	2.9%	2%	8%	4%	0.5	i	-28%
O=C(N/N=C1\CCCc2ccccc21)c1ccccc1[N+](=O)[O-]	-4%	0%	-1.0%	-4%	-3%	-2%	-1.6	i	21%
CC1CCCC(NC(=O)COC(=O)/C=C/c2ccc3c(c2)OCO3)C1C (configuration not stated)	7%	3%	0.6%	-6%	-1%	-16%	-1.0	i	3%
O=C(NCc1ccccc1Cl)C1CCC(=O)N(CC2CCCCC2)C1 (configuration not stated)	2%	5%	-0.6%	-2%	15%	4%	-0.5	i	18%
O=C(O)C1CCCCC1C(=O)Nc1ccc(S(=O)(=O)N2CCCCCC2)cc1 (configuration not stated)	3%	-3%	-0.3%	-12%	1%	0%	-0.4	i	0%

Screens (PubChem BioAssay)
